# Cardio protect: modulators protecting cardiomyocytes from myocardial damage; protection from H2O2 cell death, % at 20 µM; H9c2 cardiomyocytes, H2O2 injury protection, ATPLite, 2 h; actives 0.63% (n = 360,000);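 active means compounds giving at least 50% protection of heart cells from peroxide-induced death in the single-dose screen, raw or plate-pattern-corrected value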;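 further: 0% = DMSO wells with peroxide and 100% = DMSO wells without peroxide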
# Glyco luc inh: N-linked glycosylation inhibition; D54 ERlucT glycosylation luciferase reporter, 24 h; percent of 100 nM tunicamycin response; reporter increase, % at 12.5 µM; actives 0.23% (n = 360,000); AID 588692;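 active means mean luciferase reporter signal, scaled so untreated is 0 and the glycosylation-blocking control 100, at or above a set limit in every replicate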;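 further: luciferase carries N-glycosylation sites so blocking glycosylation raises the light; 0% = median of neutral control wells and 100% = median of 100 nM tunicamycin wells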
# PDI inh: blocks human protein disulfide isomerase activity; P07237; PDI insulin aggregation turbidity, A650, 90 min; inhibition, % at 10 µM; actives 0.052% (n = 350,000); AID 588391;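 active means mean inhibition across replicates of 30% or more, whatever share of single replicates reach that level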;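 further: absorbance from insulin aggregation driven by PDI reduction with DTT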
# Target sequence (P07237 whole entry, looked up): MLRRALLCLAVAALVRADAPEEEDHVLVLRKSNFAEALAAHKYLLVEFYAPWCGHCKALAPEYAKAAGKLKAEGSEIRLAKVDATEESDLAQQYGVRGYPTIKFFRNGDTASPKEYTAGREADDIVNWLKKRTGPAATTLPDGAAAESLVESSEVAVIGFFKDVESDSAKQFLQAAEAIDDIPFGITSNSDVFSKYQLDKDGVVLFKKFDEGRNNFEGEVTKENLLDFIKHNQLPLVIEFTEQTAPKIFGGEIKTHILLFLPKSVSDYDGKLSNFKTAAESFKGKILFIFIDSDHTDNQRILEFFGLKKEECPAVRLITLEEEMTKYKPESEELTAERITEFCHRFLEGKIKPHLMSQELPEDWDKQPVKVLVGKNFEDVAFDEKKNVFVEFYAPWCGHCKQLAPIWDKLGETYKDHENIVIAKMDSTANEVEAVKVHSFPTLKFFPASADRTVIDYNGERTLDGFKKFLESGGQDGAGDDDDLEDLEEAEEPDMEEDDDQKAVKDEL
# ABCB6 inh 2: blocks the human ABCB6 transporter; K562-ABCB6 porphyrin accumulation, flow cytometry, 1 h; active compounds read low; Q9NP58; actives 0.19% (n = 360,000); AID 602162; fluorescence ratio to DMSO, % at 10 µM;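 active means fluorescence ratio to DMSO below 75%, the collection mean minus 3 SD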;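 further: signal is porphyrin accumulated inside mitochondria; 100% equals median channel fluorescence of DMSO control wells; lower ratio means ABCB6 inhibition with less porphyrin fluorescence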
# CaV13 ICDI inh: Primary screen for inhibitors of IQ motif and Ca2+-dependent inactivation inhibitor domain binding in CACNA1D, Förster resonance energy transfer in living cells, …. actives 0.098% (n = 340,000). HEK cells, CFP/YFP FRET ICDI-IQ, plate reader, 10 min; percent FRET-ratio fall versus neutral wells. inhibition, % at 12.3 µM. AID 743397;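 active means mean replicate inhibition of at least 30% and at least 1% of replicates passing that level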;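 further: 0% = median of the neutral control wells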
# MC4R antag cAMP: human MC4R antagonism in cAMP assay; P32245; MC4R-expressing cells, MTII-stimulated cAMP, LANCE TR-FRET; inhibition, % at 6.5 µM; actives 0.48% (n = 360,000); AID 540295;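 active means inhibition above its plate's cutoff, the mean of tested wells on that plate plus 3 SD, cut at about 29% in these data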;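 further: 0% = Melanotan II alone and 100% = Melanotan II plus saturating MCL0020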
#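 System – human MC4R-expressing U2OS cells · Also added – Melanotan II · Dosing – one concentration, 6.5 µM nominal · Timing – 30-min compound, 1-h challenge, 1-h detection, room temperature · Measured by – Eu-cAMP/anti-cAMP TR-FRET, emission 671 nm · Replicates – singlicate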
# HTR2A ag: activates the mouse 5-HT2A serotonin receptor; CHO-K1 mHTR2A beta-arrestin complementation, luminescence; percent of 30 µM serotonin response; activation, % at 7.6 µM; actives 0.66% (n = 360,000);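 active means activation above a run cutoff, the mean activation of all tested compounds plus 3 SD, cut at about 14% in these data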;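 further: 0% = plate median of compound wells and 100% = 30 µM serotonin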
# Target sequence (P35363 whole entry, looked up): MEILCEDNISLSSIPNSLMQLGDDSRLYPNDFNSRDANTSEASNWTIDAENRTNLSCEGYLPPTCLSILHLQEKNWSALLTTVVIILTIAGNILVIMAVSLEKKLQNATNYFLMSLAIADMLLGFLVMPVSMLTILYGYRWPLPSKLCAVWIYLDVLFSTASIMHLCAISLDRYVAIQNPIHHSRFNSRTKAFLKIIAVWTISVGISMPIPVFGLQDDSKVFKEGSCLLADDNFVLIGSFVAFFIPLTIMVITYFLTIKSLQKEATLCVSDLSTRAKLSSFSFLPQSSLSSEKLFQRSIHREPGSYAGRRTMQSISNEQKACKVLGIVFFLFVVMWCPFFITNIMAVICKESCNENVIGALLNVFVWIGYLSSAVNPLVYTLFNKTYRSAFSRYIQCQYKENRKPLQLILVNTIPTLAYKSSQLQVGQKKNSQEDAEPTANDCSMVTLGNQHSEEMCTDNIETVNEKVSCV
# MC4R barr agon: agonists of human melanocortin 4 receptor (MC4R) beta-arrestin; P32245; U2OS MC4R beta-arrestin complementation, luminescence; percent of melanotan II response, DMSO zero; activation, % at 8.9 µM; actives 0.98% (n = 360,000); AID 540308;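 active means activation above a per-plate cutoff, the mean activation of sample wells on that plate plus 3 SD, cut at about 8% in these data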
# ABHD5 PLIN5 PPI: blocks binding of human ABHD5 to perilipin-5; Split G. princeps luciferase complementation, luminescence, 4 h; Q00G26+Q8WTS1; inhibition, % at 4 µM; AID 602281; actives 0.78% (n = 360,000);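 active means inhibition above the mean inhibition across every tested compound plus 3 SD, cut at about 22% in these data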;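 further: 0% = DMSO only wells and the 100% control is not disclosed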
# Exocytosis inh: blocks lytic granule exocytosis; TALL-104 LAMP-1 surface exposure, flow cytometry; cells stimulated with thapsigargin and PMA; inhibition, % at 10 µM; actives 0.66% (n = 360,000); AID 651702;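 active means inhibition above about 55%, limit read from the data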
# Active calls of the source: *; · = no result given; & = joins results of further samples.
# Below each compound – Cardio protect	Glyco luc inh	PDI inh	ABCB6 inh 2	CaV13 ICDI inh	MC4R antag cAMP	HTR2A ag	MC4R barr agon	ABHD5 PLIN5 PPI	Exocytosis inh
CC(C)C(=O)Nc1cccc(COc2cccc(CN(Cc3ccccc3)C(=O)OC(C)(C)C)c2)c1
→ -12	-6	-1	96	-2	10	-2	4.2	7	-2
Cc1cccc(C)c1OCC(=O)NNC(=O)Nc1ccc(Cl)cc1
→ -9	2	-4	98	-10	11	8	0.2	-5	-6
COc1ccc(Cn2ccnc2SCC(=O)Nc2ccccc2)cc1
→ 0	-1	-3	101	-6	-4	-2	-1.4	-8	-14
CC(C)c1c(C(=O)N/N=C/C2CC=CCC2)nnn1-c1nonc1N (centres undefined)
→ 2	0	3	96	-2	-1	2	-1.1	2	-1
CCC(C)NC(=O)CNS(=O)(=O)c1ccc(C)cc1 (centres undefined)
→ 1	1	-8	87	1	2	-3	-1.8	-1	0
O=C(N=Nc1c(O)n(Cc2ccccc2)c2ccccc12)c1ccc(O)cc1
→ -4	-4	4	97	-18	-6	-1	2.0	3	24
O=C(Nc1ccnn1C1CCN(C(=O)c2ccc(Cl)c(F)c2)CC1)C1CCOC1 (centres undefined)
→ 1	2	-6	107	·	-4	7	-3.6	1	1
C=CCNC(=O)COC(=O)COc1ccc(Cl)cc1C
→ 8	3	10	91	-3	4	-1	-1.8	2	0
Cc1cc(NC(=O)CCCC(=O)N(CC(=O)NC2CCCCC2)c2ccccc2)no1
→ 0	0	-1	98	·	2	-3	0.8	-5	-2
CCc1noc(C)c1C(=O)N1CCN(S(=O)(=O)c2ccc(Cl)s2)CC1
→ -1	2	4	96	-5	11	-3	-1.7	-3	-1
COc1ccc(C(=O)Nc2ccccc2NC(=O)c2ccc(OC)cc2)cc1
→ 8	-2	-8	98	-17	3	-10	-1.4	-1	-2
CC(C)(C)NC(=O)NC(=O)COC(=O)Cn1c(C(F)(F)F)nc2ccccc21
→ 12	2	-10	97	-4	-1	-5	0.9	5	2
CC(=O)c1sc(N)nc1C
→ 14&9	3&6	5&0	101&106	-6&-12	12&-5	3&4	1.0&0.2	10&-1	-2&2
Cn1nc(C(F)(F)F)c(CNC(=O)C(C)(C)CCl)c1N1CCOCC1
→ 13	-1	5	96	0	-5	-5	-1.8	-1	5
c1ccc(COc2ccc(-c3cc4nc(NCCN5CCOCC5)ccn4n3)cc2)cc1
→ -5	-3	-1	94	-16	33*	-6	2.0	10	61*
COc1cccc(CN2CCN(CCc3ccccc3)C(CCO)C2)c1OC (centres undefined)
→ 1	0	2	93	-1	12	-8	-2.2	0	11
CCCOc1ccc(CNC(=O)C2CCN(c3nnc(N4CCCC4=O)s3)CC2)cc1
→ 7	1	·	108	-6	15	-5	-0.6	-2	-4
Cc1nc(SCC(=O)Nc2c(C)n(C)n(-c3ccccc3)c2=O)c2cnn(-c3ccccc3)c2n1
→ -3	2	1	98	-5	12	-2	-3.6	3	16
Cc1cccc(NC(=S)N2CCN(c3cc(C)ccc3C)CC2)c1
→ -6	-1	2	93	-5	4	-2	1.1	-2	-4
CCn1c(SCC(=O)NC2(C#N)CCCCC2)nc2ccccc2c1=O
→ 2	-2	-2	96	-6	2	6	0.3	-9	-2

# (cont.)
# Below each compound – Cardio protect	Glyco luc inh	PDI inh	ABCB6 inh 2	CaV13 ICDI inh	MC4R antag cAMP	HTR2A ag	MC4R barr agon	ABHD5 PLIN5 PPI	Exocytosis inh
CC1(C)O[C@H]2CC(=O)OC[C@]23[C@H]2CC[C@@]4(C)[C@H](c5ccoc5)OC(=O)[C@H]5O[C@]54[C@]2(C)[C@@H](O)C[C@@H]13
→ 0	1	15	98	-11	-3	3	-1.1	5	11
O=C(c1ccc2c(c1)OCO2)N1CCN(c2ccccn2)CC1
→ -9	3	11	97	-5	5	2	-1.6	1	4
COC(=O)c1ccc(NC(=O)CN(Cc2ccc(Cl)cc2)S(C)(=O)=O)cc1
→ -1	1	-6	92	-3	6	0	0.9	13	1
CCCS(=O)(=O)c1nnnn1-c1cccc(OC)c1
→ -24	-11	-2	94	·	24	-4	-2.1	43*	19
C=CCOC(=O)C1=C[C@@H](c2csc3ccccc23)[C@H](CCCO)[C@@H](OCC)O1
→ 1	-3	1	97	-6	7	2	0.6	-2	-2
Cc1ccc(C(=O)Nc2ccc3c(c2)nc(CCNC(=O)c2ccco2)n3C)cc1
→ 3	-3	-2	92	-3	9	-2	-1.9	3	9
CC(C)CN(C(=O)CN1CCC(C)CC1)c1c(N)n(CC(C)C)c(=O)[nH]c1=O
→ -4	0	1	94	-5	-1	2	-2.4	0	0
Nn1c(SCC(=O)NCCC2=CCCCC2)nnc1C(F)(F)F
→ 4	0	-6	99	-8	3	-2	-1.2	-4	-2
COc1ccc(CCNC(=O)C(=O)NCC2OCCN2S(=O)(=O)c2ccc(Br)cc2)cc1OC (centres undefined)
→ 5	-1	7	103	-3	-1	4	1.2	1	5
COc1ccc(OC)c(NC(=S)N2c3ccccc3CC2C)c1 (centres undefined)
→ -10	-2	-8	109	·	3	4	4.0	3	-1
COc1ccc(OC)c(C(=O)CN2C(=O)C(=O)N(C3CCCC3)C2=O)c1
→ 0	1	0	106	-6	3	4	1.4	-1	18
CC(Oc1cc2oc(=O)c3c(c2cc1Cl)CCCC3)C(=O)NCc1ccncc1 (centres undefined)
→ -4	-2	1	102	-7	12	-7	2.1	5	-1
Cc1oc2c(CN3CCC(C)CC3)c(O)ccc2c(=O)c1-c1ccccc1
→ -3	-1	5	100	-3	0	-5	-1.5	-4	7
COCC1CCCN(Cc2nc(-c3ccc4c(c3)OCO4)no2)C1 (centres undefined)
→ -7	1	2	90	-7	4	-2	1.6	-4	-3
CC(=O)N1CCCc2cc(S(=O)(=O)N3CCCC(C(=O)NCc4ccc(Cl)cc4)C3)ccc21 (centres undefined)
→ -4	2	0	95	-22	5	-4	-0.6	5	17
O=S(=O)(Cc1cc(-c2ccccc2)no1)c1ccccc1
→ -7	1	2	99	-6	-7	6	-1.3	6	-1
COc1ccc(/C=C/CN2CCC(Oc3ccc(C(=O)N4CCCCC4)cc3)CC2)cc1
→ -2	0	7	102	-5	-4	-10	-1.3	5	4
CCOc1ccccc1N1CC(C(=O)NCCc2ccc(S(N)(=O)=O)cc2)CC1=O (centres undefined)
→ 9	0	1	96	-4	10	-6	-2.0	-14	-1
Cc1oc2c(C)c3oc(=O)c(CC(=O)N[C@@H](CC(C)C)C(=O)N[C@@H](Cc4ccccc4)C(=O)O)c(C)c3cc2c1C
→ -5	0	·	100	·	16	-1	-0.3	-4	2
Cc1ccc(S(=O)(=O)N2CCN(C(=O)CSc3nc4ccccc4c(=O)[nH]3)CC2)cc1
→ 47	-1	-11	99	·	4	1	-0.1	1	0

# Following part
# Below each compound – Cardio protect	Glyco luc inh	PDI inh	ABCB6 inh 2	CaV13 ICDI inh	MC4R antag cAMP	HTR2A ag	MC4R barr agon	ABHD5 PLIN5 PPI	Exocytosis inh
O=C(COC(=O)c1ccc(Cl)nc1)NCCc1ccccc1
→ 5	1	-15	93	-3	10	9	-3.0	3	0
Cc1ccc(N(CC(=O)NCc2ccco2)C(=O)CNS(=O)(=O)c2ccccc2)c(C)c1
→ 1	0	1	100	-3	4	1	-0.8	1	33
COc1ccc(CC(=O)Nc2cc(S(=O)(=O)N3CCOCC3)ccc2N2CCCC2)cc1
→ -1	2	-4	100	-5	5	4	-1.4	-4	-4
COc1ccccc1C(=O)C1CCCN(C(=O)c2ccc3c(c2)OCCO3)C1 (centres undefined)
→ 1	2	0	99	3	14	1	-0.1	0	4
CC(C)c1ccc(Oc2cccc(C(=O)/C(C#N)=C/N(C)C)c2)cc1
→ -21	-1	0	114	-4	4	0	-1.4	7	-1
N#CCCn1cc(C(=O)N2CCCCC2)c(-c2cccc([N+](=O)[O-])c2)n1
→ 4	2	2	96	-5	-3	8	-1.7	-3	-2
CC(=O)c1c(C)[nH]c(=S)c(C#N)c1-c1ccc(Cl)cc1
→ -4	0	-2	99	-5	4	6	-0.1	-7	3
COc1ccc(NC(=O)CSCC(=O)Nc2cc(Cl)ccc2N2CCCC2)cc1
→ -2	0	-9	86	-11	4	-5	3.2	2	2

# Molecules from the list above that have an aryl methoxy group, in the order listed:
# Below each compound – Cardio protect	Glyco luc inh	PDI inh	ABCB6 inh 2	CaV13 ICDI inh	MC4R antag cAMP	HTR2A ag	MC4R barr agon	ABHD5 PLIN5 PPI	Exocytosis inh
COc1ccc(Cn2ccnc2SCC(=O)Nc2ccccc2)cc1
→ 0	-1	-3	101	-6	-4	-2	-1.4	-8	-14
COc1ccc(C(=O)Nc2ccccc2NC(=O)c2ccc(OC)cc2)cc1
→ 8	-2	-8	98	-17	3	-10	-1.4	-1	-2
COc1cccc(CN2CCN(CCc3ccccc3)C(CCO)C2)c1OC (centres undefined)
→ 1	0	2	93	-1	12	-8	-2.2	0	11
CCCS(=O)(=O)c1nnnn1-c1cccc(OC)c1
→ -24	-11	-2	94	·	24	-4	-2.1	43*	19
COc1ccc(CCNC(=O)C(=O)NCC2OCCN2S(=O)(=O)c2ccc(Br)cc2)cc1OC (centres undefined)
→ 5	-1	7	103	-3	-1	4	1.2	1	5
COc1ccc(OC)c(NC(=S)N2c3ccccc3CC2C)c1 (centres undefined)
→ -10	-2	-8	109	·	3	4	4.0	3	-1
COc1ccc(OC)c(C(=O)CN2C(=O)C(=O)N(C3CCCC3)C2=O)c1
→ 0	1	0	106	-6	3	4	1.4	-1	18
COc1ccc(/C=C/CN2CCC(Oc3ccc(C(=O)N4CCCCC4)cc3)CC2)cc1
→ -2	0	7	102	-5	-4	-10	-1.3	5	4
COc1ccc(CC(=O)Nc2cc(S(=O)(=O)N3CCOCC3)ccc2N2CCCC2)cc1
→ -1	2	-4	100	-5	5	4	-1.4	-4	-4
COc1ccccc1C(=O)C1CCCN(C(=O)c2ccc3c(c2)OCCO3)C1 (centres undefined)
→ 1	2	0	99	3	14	1	-0.1	0	4
COc1ccc(NC(=O)CSCC(=O)Nc2cc(Cl)ccc2N2CCCC2)cc1
→ -2	0	-9	86	-11	4	-5	3.2	2	2

# Screening data as filed in PubChem.
